Screening results (PubChem BioAssay)
HT1080 cytotoxicity – cytotoxicity in HT1080 fibrosarcoma cells, cell-based, fluorescence readout (AID 620) | HT1080 viability, fluorescence; higher % means a stronger effect | cytotoxicity, % at 10 µM; hits with a dose series show EC50 in µM | 87,000 tested, 0.42% active; in the data active = cytotoxicity above about 50%;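 also: cells exposed to compound overnight then 4 h with Alamar Blue; 0% = vehicle DMSO and 100% = killing control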
Active calls of the source: *. Not all compounds are listed, so the mix of outcomes need not match the whole.

SMILES	HT1080 cytotoxicity
COc1cc2c(cc1OC)C(C(=O)N1CCN(c3ccccc3)CC1)C(c1cccs1)N(C)C2=O (stereo not drawn)	14%
CCC(c1nnnn1C(C)(C)C)N(Cc1cccs1)Cc1cc2cc(C)c(C)cc2n2nnnc12 (stereo not drawn)	-2%
COC(C(=O)Nc1ccc(S(=O)(=O)N2CCCCC2)cc1)c1ccccc1 (stereo not drawn)	-8%
COc1ccc(CN2C3CCCC2CC(NC(=O)Nc2ccccc2C)C3)cc1 (stereo not drawn)	-11%
COC(=O)CNC(=O)CN1C(=O)N(c2cccc(Cl)c2)C(N(O)C(=O)Nc2cccc(Cl)c2)C1(C)C (stereo not drawn)	0%
O=S(=O)(c1ccccc1)N1CCN(c2ncccn2)CC1	3%
CC1(C)CC(=O)C2=C(C1)Nc1ccccc1N1C(=O)c3ccccc3C21 (stereo not drawn)	3%
Clc1ccc(C(c2nnnn2C2CCCC2)N2CCN(c3nc4ccccc4s3)CC2)cc1 (stereo not drawn)	-6%
COC(=O)[C@@]1(Cc2ccc(OC)cc2)[C@H]2c3cc(C(=O)N4CCCC4)n(CCc4ccc(O)c(O)c4)c3C[C@H]2CN1C(=O)c1ccccc1	-14%
COc1ccc(O)c(/C=N/c2sc(C)c(C)c2C#N)c1	5%
CCOC(=O)C1=C(C)NC(=O)NC1c1ccsc1 (stereo not drawn)	-2%
CCOC(=O)c1ccc(NC(=S)N2CCN(S(C)(=O)=O)CC2)cc1	0%
CN(C)c1ccc(/C=C(\C#N)C(=O)Nc2nc3c(s2)CCN(Cc2ccccc2)C3)cc1	-8%
Cc1ccc(C)c(NS(=O)(=O)c2ccc(OCC(=O)N3CCCC3)cc2)c1	18%
CCC(CC)c1nnc(NC(=O)c2c(C)nn(Cc3ccccc3Cl)c2C)s1	-17%
COC(=O)c1ccccc1NC(=O)Cn1c(CCC(=O)O)ccc1-c1cccs1	10%
Cc1cc(NC(=O)c2ccc3c(c2)OCO3)ccc1NC(=O)c1ccco1	-4%
COc1ccc(-n2cnc3ccccc32)cc1	-8%
CCOC(=O)N1CCC(N(CCOC)C(=O)Nc2ccc(C)c(C)c2)CC1	-6%
CCCCc1nnc(NC(=O)CCSc2ccccc2)s1	-9%
Cc1ccccc1C1NC(=O)Cc2ccccc21 (stereo not drawn)	0%
Cc1ccn2c(-c3csc(NCc4ccccc4)n3)c(C)nc2c1	17%
CCn1cc(C(=O)NC2CCCCC2)c(=O)c2ccc(C)nc21	6%
CCC(C)Sc1nc(O)c(Cc2ccccc2)c(=O)[nH]1 (stereo not drawn)	4%
COc1ccc(S(=O)(=O)N(CC(=O)N2CCOCC2)Cc2ccccc2)cc1	8%

Two entries from above, reformatted:
COC(=O)CNC(=O)CN1C(=O)N(c2cccc(Cl)c2)C(N(O)C(=O)Nc2cccc(Cl)c2)C1(C)C (stereo not drawn)
  HT1080 cytotoxicity = 0%
O=S(=O)(c1ccccc1)N1CCN(c2ncccn2)CC1
  HT1080 cytotoxicity = 3%

The listing picks up with the 2 entries that preceded the break.
SMILES	HT1080 cytotoxicity
CCC(C)Sc1nc(O)c(Cc2ccccc2)c(=O)[nH]1 (stereo not drawn)	4%
COc1ccc(S(=O)(=O)N(CC(=O)N2CCOCC2)Cc2ccccc2)cc1	8%
CCn1c(CNC(=O)c2cccs2)nnc1SCC(=O)Nc1ccc(Cl)cc1	-3%
CCCCn1nnnc1SCC(=O)N(CC)CC	-10%
CCOc1ccc(NC(=O)CCN2CCN(c3ccccc3F)CC2)cc1	-8%
COc1ccc(N2C3=C(CC4=C2CC(C)(C)CC4=O)C(=O)CC(C)(C)C3)cc1	21%
Cc1noc(C)c1CSc1nc2ccccc2c(=O)n1-c1ccc(Cl)cc1	-3%
Cc1cccc(-c2nc(=S)c3c(n2Cc2ccco2)CCCC3)c1	-19%
c1ccc(SCCc2ccncc2)cc1	-19%
O=C(CSc1nc2c(c(C(F)(F)F)n1)CCc1ccccc1-2)NCc1ccccc1	-13%
CC(=O)Nc1cc(-c2nn(C)c(=O)c3ccccc23)ccc1N1CCOCC1	-9%
CCN1CCN(CC(=O)c2c[nH]c3ccc(C)cc23)CC1	-20%
CSc1ccc(-c2nc(CSCC(=O)NCCCN3CCOCC3)c(C)o2)cc1	-16%
Cc1cc(N2C(=O)C3CC=CC(C)C3C2=O)no1 (stereo not drawn)	10%
Cc1cc(SCCOc2ccccc2)nc(N)n1	0%
CC(C)C(NC(=O)C1CCCCC1)C(=O)NC1=NCCS1 (stereo not drawn)	-4%
COC(=O)c1cc(-c2ccccc2)sc1N	-2%
Cc1ccc(/C=N/n2c(C)cc(C)c(C#N)c2=O)cc1	26%
COC(=O)[C@@]1(Cc2ccccc2)[C@H]2c3cc(C(=O)N(C)C)n(C[C@H](O)CO)c3C[C@H]2CN1C(=O)c1ccccc1	-12%
CC1CCN(S(=O)(=O)c2ccc(C(=O)OCc3ccc4c(c3)OCO4)cc2)CC1	-4%
NC(=O)c1ccsc1NC(=O)CSc1nnc(C2CC2)n1Cc1ccccc1	-17%
O=C(c1ccccc1)N1CCN(c2ncnc3sc4c(c23)CCC4)CC1	-14%
O=C(CSc1oc(-c2cccs2)nc1S(=O)(=O)c1ccccc1)NC1CCCCC1	12%
Cc1ccc(S(=O)(=O)N2CCC[C@H]2C(=O)OC(C)C(=O)Nc2ncc(Cl)cc2Cl)cc1 (stereo partly drawn)	-7%
COc1ccccc1C1Nc2cccc3cccc(c23)N1	-13%
Cn1c(SCc2cc(=O)[nH]c3ccccc23)nnc1-c1ccc(Br)cc1	6%
Nc1cc(-c2nc3ncccc3o2)ccc1Cl	-5%

4 entries out of the list, arranged by molar mass, ascending:
SMILES	HT1080 cytotoxicity
Cc1cc(SCCOc2ccccc2)nc(N)n1	0%
COc1ccc(O)c(/C=N/c2sc(C)c(C)c2C#N)c1	5%
CN(C)c1ccc(/C=C(\C#N)C(=O)Nc2nc3c(s2)CCN(Cc2ccccc2)C3)cc1	-8%
CCC(c1nnnn1C(C)(C)C)N(Cc1cccs1)Cc1cc2cc(C)c(C)cc2n2nnnc12 (stereo not drawn)	-2%

Next part
SMILES	HT1080 cytotoxicity
COc1cccc(NC(=O)CSCC(=O)Nc2ccccc2)c1	-7%
CCOc1ccc(NC(=O)CN(C)c2ccc(S(=O)(=O)N(C(C)C)C(C)C)cn2)cc1OCC	16%
CCS(=O)(=O)N1CCN(C(=O)c2ccco2)CC1	-2%
CC(C)n1c(SCC(=O)N2c3ccccc3CCc3ccccc32)nc2c1c(=O)n(C)c(=O)n2C	-2%
O=C(Nc1ccc(Cc2ccncc2)cc1)C1CCC(N2C(=O)C3CC=CCC3C2=O)CC1 (stereo not drawn)	-5%
COc1cc2cc(Br)cc(Br)c2nc1C	8%
COC(=O)c1sccc1NC(=O)c1cc(OC)cc(OC)c1	2%
O=C(CCCCCCN1C(=O)c2ccccc2C1=O)NC1CCCCC1	10%
CC(=O)CCN1CCOCC1	7%
COC(=O)c1cccc(C23CC4(C2)[C@H](CN(C)[C@@H]4c2ccccc2)C3c2ccccc2)c1 (stereo partly drawn)	-27%
O=C1NN=C(c2ccc(Cl)cc2)CC1c1cccc(Cl)c1 (stereo not drawn)	9%
CCCC1=Nc2cc(C(=O)NCCCOCC)ccc2Sc2ccccc21	64%*
COc1ccc(-c2c(C#N)c(N)nc3c2c(=O)n(C)c(=O)n3C)cc1Cl	13%
COc1ccc(NC(=O)C2CC(=O)OC23CCCCC3)cc1 (stereo not drawn)	6%
CCN1CCN(C(=O)CCc2ccc(S(=O)(=O)NCCc3ccccc3)cc2)CC1	10%
CCn1c(/C=N/c2nc3ccccc3n2C)nc2ccccc21	3%
COCCNC(=O)[C@H]1C[C@@H]1[C@H](NP(=O)(c1ccccc1)c1ccccc1)c1ccccc1	-24%
COc1ccc2oc(C(=O)c3ccccc3)c(N)c2c1	-6%
CCCC(c1nnnn1CCc1ccccc1)N1CCC(C(N)=O)CC1 (stereo not drawn)	8%
CN(C1CCCCC1)S(=O)(=O)c1ccc(S(=O)(=O)N2CCN(C(=O)c3ccccc3F)CC2)cc1	10%
Cc1cccc2nc(CSc3ccccc3N)cn12	15%
Cc1ccc(C(C(=O)NC(C)(C)C)N(Cc2ccco2)C(=O)CCC(=O)Nc2nccs2)cc1 (stereo not drawn)	-2%
CC12CCC(c3c(C(=O)O)nn(-c4ccc(F)cc4)c31)C2(C)C (stereo not drawn)	24%
COC(=O)CC1SC(=O)NC1=Nc1cccc(C)c1 (stereo not drawn)	-3%
CC(C)(C)n1nnnc1C(c1ccc(C(F)(F)F)cc1)N(Cc1ccc(F)cc1)Cc1ccco1 (stereo not drawn)	-8%
COC(=O)c1cccc(Nc2ncnc3ccc(C)cc23)c1	6%
Cc1nnc(C)n1/N=C/c1ccc(O)cc1	-11%
CCSc1nc(N)c2c(C)c(C)sc2n1	-7%
Cc1ccc(OC(=S)Nc2ccccc2)c(C)c1	8%
CN(C)S(=O)(=O)N(CC(=O)Nc1ccc(F)c(F)c1)c1ccccc1	-10%
COC(=O)C1=C(C)NC2=C(C(=O)CC(C)(C)C2)C1c1ccccn1 (stereo not drawn)	2%
CC1(C)Oc2ccc3ccc(=O)oc3c2/C(=C/NC2CCCCC2)C1=O	-4%
N/C(Cc1cccs1)=N\OC(=O)COc1ccccc1Cl	20%
CC1=CC(C)(C)NC(=S)N1c1ccc2ccccc2c1	7%
COc1cc(OC)cc(C(=O)Nc2nc3ccccc3[nH]2)c1	-1%
CCOC(=O)c1c(-c2cccs2)csc1NC(=O)C(C)(C)C	-6%
CCOC(=O)C1=NN(c2cccc(Cl)c2)C2=NC(C)=C(C(=O)OC)C(c3cccs3)N12 (stereo not drawn)	-12%
O=C(CSc1nc2c(sc3ccccc32)c(=O)n1Cc1ccccc1)NCC1CCCO1 (stereo not drawn)	-2%
O=S(=O)(Nc1ccccc1)c1ccc(F)cc1	9%
Cc1noc(C)c1COc1ccc(C(=O)OCC(=O)N2c3ccccc3NC(=O)C2(C)C)cc1	5%
Cc1cc(OC(C)C)c2c(-c3ccccc3)cc(=O)oc2c1	11%
Cc1cccc(-n2cnc(C(=O)N/N=C/c3ccccc3)c2)n1	14%
CC1CCC(C(=O)NC(C(=O)N2CCc3ccccc3C2)C(C)C)CC1 (stereo not drawn)	-9%
COC(=O)[C@@]1(Cc2ccc(OC)cc2)[C@H]2c3cc(C(=O)N(C)C)[nH]c3C[C@H]2CN1C(=O)c1ccccc1	-24%
CCC(C)(C)NC(=O)C(C)OC(=O)c1nsc(Cl)c1Cl (stereo not drawn)	-5%
CC(CN1CCOCC1)c1ccccc1 (stereo not drawn)	-1%
O=C(CC1CCCC1)Nc1ccc2c(c1)CCC2	8%
c1ccc(-c2ccc(CN3C[C@@H]4C(c5ccccc5)C5(c6cccnc6)CC4(C5)[C@H]3c3ccccc3)cc2)cc1 (stereo partly drawn)	-1%
O=C(CC(C(=O)N1CCc2ccccc21)n1ccnc1)NCc1ccccc1 (stereo not drawn)	-8%
Cc1ccc(NCc2nnc(SCC(N)=O)n2CC2CCCO2)c(C)c1 (stereo not drawn)	-7%

(next part)
SMILES	HT1080 cytotoxicity
COc1ccc(N=CC2=C(Nc3ccc(OC)cc3)c3c(C)nn(-c4ccccn4)c3CC2)cc1	-16%
CCOC(=O)C1=C(O)/C(=C/c2ccc(C)o2)SC1=NC(=O)c1ccccc1C	-8%
COc1ccc([N+](=O)[O-])cc1N(CC(O)Cn1nnc2ccccc21)S(=O)(=O)c1ccc(C)cc1 (stereo not drawn)	-1%
COc1cc(C(=O)NCc2cccc3ccccc23)ccc1OCc1ccccc1	-3%
CCOC(=O)CN1C(=O)C(Sc2nnc(-c3ccccc3OC)s2)CCc2ccccc21 (stereo not drawn)	-5%
CCOc1ccccc1NS(=O)(=O)c1cccc2nsnc12	5%
Cc1nc(N2CCN(C)CC2)c2c(C)c(C(=O)Nc3ccc(C)c(F)c3)sc2n1	2%
COc1ccc(CCNC(=S)Nc2cc(C)cc(C)c2)cc1	-15%
CC1CN(C2CCN(S(=O)(=O)c3ccc(F)cc3)CC2)CC(C)O1 (stereo not drawn)	-4%
CCC(C)(C)n1nnnc1C(c1ccccn1)N1CCN(c2cccc(OC)c2)CC1 (stereo not drawn)	-1%
Cc1ccc(CNC(=O)c2cn(C)c(=O)c3c2c2ccccc2n3C)o1	-5%
O=C(Nc1ccc2c(c1)OCO2)N1CCN(c2ncc(C(F)(F)F)cc2Cl)CC1	-6%
COC(=O)C1=C(C)OC(N)=C(C#N)C1c1cccnc1 (stereo not drawn)	-3%
O=C(NCc1cccnc1)c1ccc(CN2CCc3ccccc3C2)cc1	9%
CCCc1ccc(-c2cc(N)n[nH]2)cc1	-4%
Cn1nc(OC(=O)Nc2ccc(Cl)cc2)cc1C(F)(F)F	1%
CCOc1ccc(/C=C2/C(=O)N(c3ccc(OC)cc3)C(=S)N2CC(=O)OC)cc1OCC	2%
CNC(=O)CCCc1nc(-c2ccccc2Cl)no1	-12%
CCCc1nnc(SCC(=O)N2CCCCC2C)n1CC1CCCO1 (stereo not drawn)	-13%
CCC1=Nc2cc(C(=O)NCCCOC(C)C)ccc2Sc2ccccc21	40%
Cc1ccc(C(=O)Nn2c(N)c(S(=O)(=O)c3ccc(C)cc3)c3nc4ccccc4nc32)cc1	1%
N/C(=N\c1nc2ccccc2o1)NC(=O)c1ccccc1	-4%
O=C(Cc1c[nH]c2ccccc12)OCC(=O)c1ccccc1	20%
O=C/C(=C\Nc1ccccn1)c1nc2ccccc2o1	0%
COc1ccc(-n2nnnc2SCC(=O)N2CCCc3ccccc32)cc1OC	20%
COc1ccc(CNc2nc3ccccc3n2CCN2CCOCC2)cc1	11%
